Assay outcomes from PubChem.
TGFb SMAD3 inh: inhibitors of TGF-b signaling; HepG2 CAGA-GFP TGF-b/SMAD3 reporter, GFP fluorescence, 18 h; TGF-beta stimulated, 500 pg/mL final; Potency, µM (top dose mostly 46.1 µM), inactives show at the highest dose activity, negative = inhibition, actives largely listed as inhibitors; actives 1.2% (n = 410,000); AID 588855; also: potency is read from the fitted curve at half-maximal effect; % is scaled to controls: 0 for no effect and ±100 for the full control effect; nearly all actives have a fitted effect of over 65% in size
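Inhibition was scored as loss of TGF-beta-induced (500 pg/mL final, 18 hours, 37 degrees C) GFP in HEPG2 cells carrying a CAGA-GFP reporter, in DMEM with 1% FBS. Well GFP was summed per cell; Activity was normalised to unstimulated and stimulated DMSO wells, then concentration-response fitting.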
Nrf2 inh: blocks Nrf2 signaling; A549 ARE-Fluc reporter, luciferase luminescence, 18-24 h; Potency, µM (highest dose often 46 µM), for the others: top-dose activity change, negative = inhibition, most hits filed as inhibitors; actives 2.1% (n = 360,000); AID 504444; also: potency is read from the fitted curve at half-maximal effect; % is scaled to controls: 0 for no effect and ±100 for the full control effect; nearly all actives have a fitted effect of over 60% in size
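Reporter: ARE-Fluc in A549. Exposure: 18-24 h, 37 °C, 5% CO2, 5% FBS OPTI-MEM. Readouts: fluorescent cytotoxicity (CellTiter-Fluor), then luminescent Nrf2 signal after BugLite.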
ATXN viability: reduces viability in counter-screen for ATXN expression inhibitors; S2 cells (HEK-293 line with an ATXN2-luciferase reporter) viability, CellTiter-Fluor protease fluorescence, 24 h; Potency, µM (highest dose often 56.7 µM), most hits filed as cytotoxic; actives 0.49% (n = 400,000); AID 651635; also: potency is read from the fitted curve at half-maximal effect; nearly all actives have a fitted effect of over 40% in size
HepG2 tox: kills HepG2 cells in TGF-b inhibitor counter-screen. HepG2 CAGA-GFP viability, ATP luminescence, 18 h. Potency, µM (titrated, usually from 46.1 µM), inactives show at the top dose activity change, negative = cytotoxicity, usual class: cytotoxic. actives 0.76% (n = 410,000). AID 588856; also: potency is read from the fitted curve at half-maximal effect; some results filed as inactive show a strong effect at the top dose
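HepG2 CAGA-GFP cells (1000/well, DMEM with 1% FBS) received compound, then TGF-beta at 500 pg/mL final, and were incubated 18 hours at 37 degrees C. Viability was read by CellTiter-Glo luminescence. Media-only wells were set as complete cell-killing and DMSO as no toxicity.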
EPAC2 ag: EPAC2 (human) agonism | Q8WZA2 | EPAC2 activation, biochemical qHTS; response scale: 100% = 6.5 mM cAMP response | Potency, µM (top dose mostly 154 µM), for inactives: at the top dose activation, usual class: activators | actives 0.079% (n = 360,000) | AID 720711; also: potency is read from the fitted curve at half-maximal effect; nearly all actives have a fitted effect of over 50% in size
Target sequence (Q8WZA2 whole entry, looked up): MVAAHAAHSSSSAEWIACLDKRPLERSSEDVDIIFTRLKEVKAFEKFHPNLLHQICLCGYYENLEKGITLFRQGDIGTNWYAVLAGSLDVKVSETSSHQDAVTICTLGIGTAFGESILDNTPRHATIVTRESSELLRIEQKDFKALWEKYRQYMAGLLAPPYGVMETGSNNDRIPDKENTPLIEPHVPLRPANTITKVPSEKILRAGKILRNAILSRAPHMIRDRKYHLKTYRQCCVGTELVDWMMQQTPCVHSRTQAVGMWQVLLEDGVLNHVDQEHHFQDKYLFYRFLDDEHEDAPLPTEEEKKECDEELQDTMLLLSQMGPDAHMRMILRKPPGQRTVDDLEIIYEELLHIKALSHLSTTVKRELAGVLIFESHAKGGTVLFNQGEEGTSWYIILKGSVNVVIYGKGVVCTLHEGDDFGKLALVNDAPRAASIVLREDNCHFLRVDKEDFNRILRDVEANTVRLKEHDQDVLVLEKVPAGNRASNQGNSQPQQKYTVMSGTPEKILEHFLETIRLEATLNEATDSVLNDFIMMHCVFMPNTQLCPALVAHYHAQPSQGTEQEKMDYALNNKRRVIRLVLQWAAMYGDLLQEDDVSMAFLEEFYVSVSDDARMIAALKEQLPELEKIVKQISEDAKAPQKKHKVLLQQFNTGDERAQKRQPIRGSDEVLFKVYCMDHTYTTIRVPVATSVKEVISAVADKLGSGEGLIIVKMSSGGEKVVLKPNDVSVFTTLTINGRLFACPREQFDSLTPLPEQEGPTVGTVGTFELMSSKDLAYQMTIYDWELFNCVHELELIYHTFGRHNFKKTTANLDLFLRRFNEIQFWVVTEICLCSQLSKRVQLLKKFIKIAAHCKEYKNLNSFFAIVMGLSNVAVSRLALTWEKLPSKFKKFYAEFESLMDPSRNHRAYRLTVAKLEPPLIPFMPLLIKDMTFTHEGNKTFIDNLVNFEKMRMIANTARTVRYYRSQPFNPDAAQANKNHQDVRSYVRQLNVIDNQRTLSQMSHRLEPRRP
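Guanine nucleotide exchange by EPAC2 is measured as reduced fluorescence of BODIPY-GDP once it is released from 250 nM Rap1B. Plates are read kinetically for 30 min at room temperature; results are scaled to 6.5 mM cAMP.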
Nrf2 ARE act: activates Nrf2 signaling; AREc32 ARE-luciferase reporter (MCF7-derived line), luminescence, 24 h; Potency, µM (doses to about 46.1 µM), for inactives: top-dose activation, actives largely listed as activators; actives 0.31% (n = 410,000); also: potency is read from the fitted curve at half-maximal effect; % of control where 0% means no effect; nearly all actives have a fitted effect of over 65% in size
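AREc32 cells carrying an ARE-driven firefly luciferase reporter were seeded at 1000 cells/well in OPTI-MEM with 5% FBS, then exposed to compound for 24 hr at 37 deg C. Luminescence was read with Steady-Glo after 30 min at RT.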
ATXN2 expr inh: reduces ATXN2 reporter expression in HEK-293 cells; HEK-293 ATXN2-luciferase reporter, luminescence, 24 h; Potency, µM (titrated, usually from 57 µM), for inactives: at the highest dose activity change, negative = inhibition, actives largely listed as inhibitors; actives 0.72% (n = 360,000); AID 1745845; also: potency is read from the fitted curve at half-maximal effect; % is scaled to controls: 0 for no effect and ±100 for the full control effect; nearly all actives have a fitted effect of over 55% in size
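ATXN2-luciferase reporter cells (luciferase flanked by upstream and downstream ATXN2 gene portions) were treated 24 h at 37 °C with compounds at up to 57 uM. SteadyGlo luminescence gave expression; GF-AFC fluorescence gave viability.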
IL2 activator: activators of IL-2; IL-2 activation reporter assay, cell-based qHTS; stimulated with anti-CD3/CD4/CD28 beads; in transgenic mouse T cells; activation, % (series mostly up to about 46 µM); actives 0.065% (n = 360,000); AID 652025; in the data active = activation above about 50%; inconclusive = mostly about 30% to 49%; also: 0% is about no effect
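Readout is EGFP and DsRed signal by fluorescent plate cytometry after 18 h at 37 degrees C. Transgenic mouse T cells (750/well) received compound for 60 min before bead stimulation (anti-CD3, anti-CD4, anti-CD28); memory T cells served as non-tolerant control.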
A549 viability: counter-screen for Nrf2 inhibitors: cytotoxicity in A549 cells; A549 ARE-Fluc cells, CellTiter-Fluor viability, 18-24 h; Potency, µM (top dose mostly 46 µM), inactives show at the top dose activity change, negative = cytotoxicity, most hits filed as inhibitors; actives 0.16% (n = 390,000); also: potency is read from the fitted curve at half-maximal effect; % is scaled to controls: 0 for no effect and ±100 for the full control effect
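A549 ARE_Fluc cells in 5% FBS OPTI-MEM were exposed to compounds in concentration-response for 18-24 h at 37 deg C. Viability was read by CellTiter-Fluor fluorescence (Ex 405/Em 525) after 30 min, before the luciferase read.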
Active calls of the source: *; i = inactive; ? = inconclusive; nt = no result given; [ ] = another dose, or the depositor's remark. Unless noted, calls follow the shape of the dose curve; as a rule, active = well fitted curve in the direction sought with a large enough effect; inconclusive = small, poorly fitted or top-dose-only effect, or another doubt; inactive = no such curve, though single readings can be large; an effect the other way counts as inactive or inconclusive.

SMILES	TGFb SMAD3 inh	Nrf2 inh	ATXN viability	HepG2 tox	EPAC2 ag	Nrf2 ARE act	ATXN2 expr inh	IL2 activator	A549 viability
CC(C)N(C(=O)NC(=O)Nc1ccc(S(=O)(=O)N2CCCC2)cc1)S(C)(=O)=O	-24.2%	18.8%	i	-4.8%	1.4%	0.2%	0.1%	0.8	0.2%
CCN1C(=O)/C(=C/c2cccs2)N(C)C1=S	13.6%	-6.4%	?	-25.1%	-8.7%	9.0%	-32.7%	-2.1	-4.2%
COc1ccc(C(=O)COC(=O)C(CCSC)NS(=O)(=O)c2ccc(Cl)cc2)cc1 (centres undefined)	-3.0%	?	i	2.2%	12.2%	2.2%	-6.5%	-4.4	-13.4%
COc1ccc(Br)cc1CNC(=O)c1ccc(-n2c(C)cc3c2CCC(C)C3)cc1 (centres undefined)	-21.5%	0.4%	nt	-23.5%	nt	?	nt	nt	8.5%
O=C(Nc1ccccc1N1CCOCC1)c1cccc(F)c1	9.9%	0.4%	i	16.2%	0.1%	-0.7%	-15.0%	-0.3	-1.6%
CN(C)c1ccc(C=Cc2ccnc3ccccc23)cc1N	?	nt	i	-40.8%	24.6%	7.6%	?	-0.8	nt
Cn1c(NCCN)nc2c1c(=O)n(Cc1ccccc1)c(=O)n2C	28.8%	12.2%	i	-2.3%	nt	1.1%	-0.7%	nt	6.9%
CNS(=O)(=O)c1cccc(C(=O)OC2CCCCC2=O)c1 (centres undefined)	-13.0%	nt	i	-2.5%	5.0%	-0.5%	-1.6%	1.7	-1.9%
O=C(CN1CCN(Cc2ccccc2)CC1)NCc1ccc(Cl)cc1	-5.0%	-2.0%	?	1.9%	1.7%	0.0%	-7.8%	2.2	-7.4%
Cc1ccnc(N/N=C/c2ccccc2)n1	10.4%	?	i	-28.9%	6.1%	0.4%	-22.3%	0.8	2.9%
COc1cc(-c2noc(C3CCCN(C(=O)c4c(F)cccc4F)C3)n2)cc(OC)c1OC (centres undefined)	-2.8%	-10.9%	i	-26.0%	17.4%	-0.5%	-10.3%	0.0	8.5%
COc1ccc(C(=O)Nc2ccncc2)cc1OC	0.4%	2.5%	i	0.7%	11.0%	0.8%	23.7%	0.0	3.8%
Cc1cc(C)n(-c2nc3ccccc3nc2N2CCN(C(=O)c3ccccc3)CC2)n1	?	nt	?	-6.9%	9.6%	0.4%	-23.9%	0.6	-10.1%
O=C(COc1ccc(-c2nnco2)cc1)Nc1c(F)cccc1F	2.4%	-8.9%	i	-5.9%	5.7%	-0.3%	5.7%	0.3	1.4%
S=c1[nH]nc(Cc2sc(-c3ccccc3)nc2-c2ccccc2)o1	?	nt	i	3.7%	-20.1%	6.8%	8.7%	-0.3	-15.6%
CC(=O)c1sc(-c2ccc(Cl)cc2)nc1C	2.6%	19.1%	i	-2.2%	0.1%	5.9%	30.6%[11.3 µM]	-2.2	-1.3%
Clc1ccc(-c2cnc3n2CCCCC3)cc1	-10.6%	-5.1%	i	-25.4%	6.5%	0.0%	-3.0%	-2.9	6.9%
CCOc1ccc(-n2cc(-c3ccccc3)c3c(NC4CCCCC4)ncnc32)cc1	9.9%	nt	nt	-15.9%	nt	-0.8%	nt	nt	13.1%
CC1Cc2ccccc2N1C(=O)Cn1cc([N+](=O)[O-])cn1 (centres undefined)	23.4%	nt	i	18.8%	-10.2%	0.1%	-0.7%	0.8	-7.4%
COc1ccc(-c2nc(CSCC(=O)NC3CCCc4ccccc43)c(C)o2)cc1OC (centres undefined)	3.2%	?	i	-22.7%	11.8%	0.2%	-10.8%	-1.8	-12.8%
O=C(c1ccccc1)c1ccc(OCC(O)CN2CCCCC2)cc1 (centres undefined)	-1.2%	-2.2%	i	-21.6%	-1.6%	-0.7%	-0.8%	1.4	15.7%
FC(F)(F)c1ccccc1N/N=C/c1cccnc1	-13.8%	?	i	-9.6%	2.1%	-0.5%	-9.3%	-0.5	2.6%
CN(C)c1ccc(C2NCCS2)cc1 (centres undefined)	9.1%	15.7%	i	-2.8%	5.9%	0.7%	-0.3%	-1.2	-3.3%
CCS(=O)(=O)c1ccc(O)c(NC(=O)c2cc(OC)c(OC)c(OC)c2)c1	13.1%	5.5%	i	-10.7%	0.3%	-0.3%	6.1%	-1.6	0.6%
CN(C)C(CNC(=O)c1ccc(C(=O)c2ccccc2)cc1)c1ccccc1 (centres undefined)	-7.4%	?	i	-19.6%	3.3%	3.8%	3.5%	-0.2	3.7%
O=C(COC(=O)c1nc(Cl)ccc1Cl)Nc1ccccc1OC(F)F	-13.7%	-7.2%	i	-12.0%	5.4%	2.6%	-14.1%	0.6	-1.2%
COc1ccc(CNC(=O)c2ccc3nc(C(C)C)oc3c2)cc1OC	?	nt	nt	-15.9%	nt	0.7%	nt	nt	0.6%
COc1ccc(C(c2c(C)n(C)n(-c3ccccc3)c2=O)c2c(C)n(C)n(-c3ccccc3)c2=O)cc1OC	-6.4%	-14.0%	i	-8.2%	20.2%	0.1%	-5.4%	0.8	-12.2%
COc1cc(NC(=S)Nc2ccccn2)cc(OC)c1OC	-15.6%	-7.1%	i	-4.2%	6.3%	24.8%	-12.0%	-1.7	8.4%
O=[N+]([O-])c1cc2c(cc1CN1CCN(CCOCCO)CC1)OCO2	-10.2%	-16.4%	i	-1.9%	2.9%	-0.6%	nt	0.9	1.4%
O=C(COC(=O)CN1C(=O)C2CCCCC2C1=O)NCc1ccc(Cl)cc1Cl (centres undefined)	-4.5%	-2.3%	i	-11.5%	10.0%	-0.7%	1.0%	-0.2	-4.6%
Cc1ccc(Sc2ccc(N3CCCC(C(=O)Nc4ccc(F)cc4F)C3)nn2)cc1 (centres undefined)	-5.0%	-15.3%	i	-25.6%	nt	0.3%	7.9%	nt	0.8%
O=c1oc(-c2ccccc2NS(=O)(=O)c2ccc(Cl)cc2)nc2ccccc12	-6.1%	-18.8%	i	-0.8%	1.1%	-0.8%	-29.9%	1.4	-1.1%
CCOc1cccc(C(=O)NC(=S)Nc2ccc(Cl)cc2C(=O)O)c1	-2.2%	-16.7%	i	-20.1%	-0.1%	-0.6%	-27.6%	7.3	-4.0%
Cc1ccc2onc(CC(=O)N3CCN(c4cccc(C)c4C)CC3)c2c1	?	?	i	-30.8%	nt	2.5%	-1.4%	nt	-0.7%
CC(NC(=O)c1ccccc1Cl)C(=O)O (centres undefined)	-0.6%	?	i	-10.0%	14.3%	-0.8%	2.4%	0.6	21.8%
CCc1ccc(N(C(=O)c2csnn2)C(C(=O)NCc2ccccc2)c2ccco2)cc1 (centres undefined)	-3.1%	6.3%	i	-11.9%	12.6%	2.1%	-5.4%	-2.9	-12.9%
O=C(NCCN1CCC(n2c(=O)[nH]c3ccccc32)CC1)c1ccc(F)cc1F	nt	nt	i	nt	3.2%	-0.7%	3.8%	-0.3	nt
O=C(c1ccccc1Cl)N1CCC(c2nc3c(nnn3Cc3ccco3)c(=O)[nH]2)CC1	5.9%	-11.6%	i	-7.7%	4.9%	3.1%	-2.2%	-1.3	-1.2%
CC1(C)CC(=O)C2=C(C1)NC(=O)NC2c1ccc([N+](=O)[O-])cc1 (centres undefined)	11.9%	-2.0%	i	-10.1%	8.7%	-0.7%	6.1%	-1.0	0.3%
CCCN1CCN(C(=O)Cn2c(=O)oc3cc(S(=O)(=O)NCc4ccccc4)ccc32)CC1	-2.2%	9.3%	i	-27.6%	12.2%	-0.3%	-3.5%	-0.8	-2.6%
CC(C)NC(=O)C1Cc2c(-c3ccccc3Oc3ccccc3)ccnc2O1 (centres undefined)	-3.9%	nt	i	-4.9%	12.0%	-0.8%[9.22 µM]	-10.8%	-0.4	nt
c1ccc(-c2c(-c3ccccc3)n(Cc3ccco3)c3ncnc(NCCCn4ccnc4)c23)cc1	?	?	nt	20µM*	-7.5%	3.4%	?	-1.5	?
CC(C)(C)c1ccc(C(=O)Nc2ccc(S(=O)(=O)Nc3cnc4ccccc4n3)cc2)cc1	-14.5%	?	i	4.0%	-15.3%	-0.2%	0.1%	0.2	-19.7%
COCCCNC(=O)CSc1nc2ccccc2c(=O)n1CCCC(=O)NCC1CCCO1 (centres undefined)	5.6%	23.1%	?	-0.3%	2.1%	-0.2%	4.0%	-0.3	12.4%
O=C(CCCOc1ccccc1)N1CCN(S(=O)(=O)c2ccc(Cl)cc2)CC1	3.0%	3.0%	i	1.4%	-4.1%	-0.4%	15.8%	-1.0	-0.5%
COn1c(-c2ccc(Cl)cc2)nc2ccc(Cl)cc21	-20.4%	?	i	-29.5%	13.4%	?	42.4%[activator]	-1.0	-4.2%
CCOC(=O)c1ccccc1NC(=O)CN1CCCN(Cc2cccc(Cl)c2)S1(=O)=O	-6.0%	-25.8%	nt	-4.4%	nt	1.1%	nt	nt	-6.6%
Cc1ccc(C)c(N2CC(=O)N(c3cc(C)ccc3C)CC2=O)c1	3.2%	-25.3%	i	-7.5%	1.1%	-0.4%	-18.3%	-1.6	4.2%
COc1cccc(C(=O)NNC(=O)c2sccc2-n2cccc2)c1	4.4%	-0.5%	?	-2.4%	10.7%	8.1%	-18.6%	1.1	-3.5%
